Compound activity (PubChem BioAssay)
iPSC survival up: enhancers of human iPSC single-cell survival; hiPSC single-cell survival, ATPlite luminescence; 100% = ROCK inhibitor wells, 0% = DMSO; survival enhancement, % at 20 µM; hit rate 0.044% among 360,000; AID 602274; in the data active = survival enhancement above about 18%;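 also: cells exposed to compounds for 16 hours before the ATP read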
NR2E3 ag-1: NR2E3 (human) agonism | Q9Y5X4 | GST-NR2E3/biotin-RetCOR TR-FRET, 1536-well | inhibition of corepressor binding, % at 4.78 µM | hit rate 0.12% among 320,000 | AID 2300;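 active = percent inhibition above the cutoff of mean plus 3 SD of all tested compounds, set per screening campaign, cut at about 20% in these data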;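 also: 0% = DMSO wells and 100% = biotin wells as full block of FRET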
Target sequence (Q9Y5X4 whole entry, looked up): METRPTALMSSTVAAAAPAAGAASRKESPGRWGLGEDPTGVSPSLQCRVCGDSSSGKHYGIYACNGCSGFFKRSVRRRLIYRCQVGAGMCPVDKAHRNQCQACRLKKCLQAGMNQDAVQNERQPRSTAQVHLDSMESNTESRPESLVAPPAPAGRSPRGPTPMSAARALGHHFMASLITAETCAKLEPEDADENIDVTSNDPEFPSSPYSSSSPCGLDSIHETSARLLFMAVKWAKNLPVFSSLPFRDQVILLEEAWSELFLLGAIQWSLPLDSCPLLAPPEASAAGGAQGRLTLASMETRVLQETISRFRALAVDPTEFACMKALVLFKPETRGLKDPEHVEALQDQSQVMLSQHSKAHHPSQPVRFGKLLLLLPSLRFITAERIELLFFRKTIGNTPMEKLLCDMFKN
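Material – GST-tagged NR2E3 plus biotinylated RetCOR corepressor · Quantity – NR2E3 fusion 1.35 nM · Times – 5 h incubation at 4 °C · Medium – pH 7.5 Tris-based buffer · Technique – TR-FRET, Eu(K)-anti-GST donor, streptavidin-D2 acceptor, ex 340, em 617/671 nm · Benchmarks – high control biotin, low control 0.6% DMSO · Format – 1536-well plates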
TRPM1 prom inh: MITF TRPM1 promoter inhibition in SK-MEL-5 cells. SK-MEL-5 TRPM1 promoter luciferase, 24 h. AID 488899. inhibition, % at 12.5 µM. hit rate 0.83% among 330,000;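 active = mean inhibition across replicates of 60% or more, whatever share of single replicates reaches that level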; also: values of inactives mirror those of a sister screen read the other way
Peg3 prom inh: Peg3 promoter activity inhibition; HeLa PEG-Prom luciferase reporter, luminescence, overnight; inhibition, % at 20 µM; hit rate 1.7% among 360,000; AID 588405;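 active = inhibition of at least 50% at 20 µM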
CF NFkB block: cystic fibrosis NF-kB activation inhibition. AID 588850. hit rate 0.86% among 360,000. KKLEB NF-kB-GFP reporter, PAF-induced, GFP fluorescence overnight. inhibition, % at 5 µM;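 active = at least 50% inhibition at 5 µM, scaled per plate between neutral and stimulator controls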;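 also: PAF is a Pseudomonas aeruginosa culture filtrate used as stimulus; plate controls were PAF-stimulated DMSO wells for no effect and unstimulated DMSO wells for full effect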
NR2E3 ag-2: activates human NR2E3 receptor | AID 602229 | CHO-S Gal4-NCOR/VP16-NR2E3 two-hybrid, luciferase | hit rate 0.35% among 360,000 | inhibition of corepressor binding, % at 3.98 µM;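 active = inhibition above the mean of all tested compounds plus 3 SD, cut at about 70% in these data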;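 also: 0% = DMSO with NR2E3 transfected cells and 100% = cells lacking NR2E3 construct; higher means lower luciferase signal from less NR2E3 corepressor binding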
KKLEB cytotox: CF airway cell cytotoxicity counter-screen. hit rate 0.36% among 360,000. activity change (cytotoxicity), % at 5 µM. AID 602141. KKLEB CF airway cells viability, ATPlite luminescence, overnight; active compounds read low; cells stimulated with P. aeruginosa culture filtrate;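 active = corrected activity change at or below -50% at 5 µM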
C8 TRAIL sens: caspase-8 TRAIL sensitization. NB7+C8 cells + TRAIL, ATPlite viability luminescence. inhibition (viability loss, TRAIL sensitization), % at 10 µM. hit rate 1% among 360,000. AID 624354;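 active = compounds causing at least 50% loss of cell viability in the single-dose screen, relative to plate controls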
HIF-2a inh: blocks HIF-2a reporter activity | 786-0 RCC cells HIF-2a reporter, luciferase luminescence, overnight | inhibition, % at 18.8 µM | hit rate 0.72% among 360,000 | AID 624352;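 active = inhibition of the luminescence signal of 40% or more relative to plate controls, in a single-dose primary screen at 18.75 µM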
Shn3 3UTR inh: Schnurri-3 reporter inhibition in Clone20 osteoblasts. AID 588674. Clone20 osteoblast Shn3 3'UTR firefly luciferase, 24 h. hit rate 0.52% among 360,000. inhibition, % at 12.5 µM;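 active = mean inhibition of at least 75% with every replicate also reaching 75%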;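 also: 0% = median of neutral control wells and 100% = pilot-screen positive control compound; some compounds past the cut are filed as inactive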
LMP1 NFkB inh: Epstein-Barr LMP1 NF-kappaB reporter inhibition. LMP1-induced NF-kappaB luciferase reporter cells, luminescence. inhibition, % at 12.5 µM. hit rate 0.69% among 350,000. AID 504558; in the data active = inhibition above about 41%;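 also: 0% = neutral control wells and 100% = reference inhibitor control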
Numbers without * were called inactive; nt = not tested or not shown.

SMILES	iPSC survival up	C8 TRAIL sens	Shn3 3UTR inh	LMP1 NFkB inh	Peg3 prom inh	TRPM1 prom inh	HIF-2a inh	NR2E3 ag-1	NR2E3 ag-2	KKLEB cytotox	CF NFkB block
COc1ccccc1-n1c(SCC(=O)Nc2ccc3c(c2)OCO3)nc2c(c1=O)SCC2	-1.2	4	9	0	15	6	17	3	2	1	-8
CCOC(=O)C1C(=O)OC(C)(C)C1C(C)C(=O)c1ccc(OC)cc1 (centres undefined)	-3.3	1	-12	5	7	-4	14	-2	2	-1	3
Oc1ccccc1CN(Cc1ccco1)CC(O)COCc1ccc(Cl)cc1 (centres undefined)	4.0	3	1	-12	7	-7	-6	2	15	-21	17
COc1ccc(C(=O)Nc2ccccc2N2CCCC2)cc1	-0.2	-4	0	3	12	-4	-19	2	-9	1	-32
COc1ccc(OC)c(NC(=O)c2cccc(C)c2[N+](=O)[O-])c1	0.5	-3	2	2	2	8	7	1	-5	5	-17
COc1cccc(Nc2ccc(C(=O)O)cc2[N+](=O)[O-])c1	-0.1	-1	-17	-17	5	1	17	3	-26	17	-1
CCOC(=O)N1CCN(S(=O)(=O)CCNC(=O)c2ccccc2)CC1	1.8	-4	2	-4	6	13	17	-2	-14	-11	-12
COc1ccc(CNc2nc(Cl)c(C#N)s2)cc1	-0.7	7	-62	-30	-185	-28	-191	-3	-117	5	18
CC(CNC(=O)c1ccccc1[N+](=O)[O-])NC(=O)c1ccccc1[N+](=O)[O-] (centres undefined)	1.9	-19	-17	9	14	8	19	1	-8	6	-3
CC(/C=N/NC(=O)c1cc(-c2ccc3ccccc3c2)n[nH]1)=C\c1ccco1	1.0	1	-57	-39	-181	-49	-220	8	-124	-6	15
CC(=O)c1cccc(-c2ccnc3c2CC(C(=O)NCc2ccncc2)O3)c1 (centres undefined)	-1.7	-7	-34	nt	3	nt	14	nt	-2	-10	-16
CCN(CC)S(=O)(=O)c1cccc(-c2nnc(SCCCC(=O)c3ccccc3)o2)c1	-1.6	-8	4	4	-3	3	-2	0	-32	-12	-11
COc1cccc(/C=C/c2nc(S(=O)(=O)c3ccccc3)c(N(C)C)o2)c1	-0.3	-16	-11	4	26	4	-4	1	17	2	6
Nc1nc2c(c(=O)[nH]1)C(c1cccc3ccccc13)C1=C(N2)c2ccccc2C1=O (centres undefined)	3.6	1	-12	0	30	15	-4	nt	18	14	-29
O=[N+]([O-])c1ccc(-c2ccc(/C=N/c3c(-c4ccco4)nc4ccccn34)o2)cc1	-0.6	3	-8	2	-104	-20	-146	3	-18	0	-15
COc1ccc(N=Nc2nc3cc(Br)c(Br)cc3n2C)c(OC)c1	-1.3	-6	-19	6	5	-18	-2	3	5	-15	-16
O=C1c2ccccc2C(=O)N1CCCCSc1nnc(-c2ccc(OC(F)F)cc2)o1	-1.7	4	19	-21	1	-12	-21	0	-26	-9	-9
COc1cccc(CSc2nnc(-c3ccncc3)n2C)c1	-0.3	4	-20	-11	19	4	11	-3	-26	5	2
CCOc1ccc(OCCC(=O)N(CC)CC(=O)Nc2ccccc2OC)cc1	0.0	-2	-2	-17	7	-4	0	nt	-24	-8	9
O=C(Nc1ccc([N+](=O)[O-])cn1)C1CC2CCC1C2 (centres undefined)	-0.9	1	-1	-6	-34	-10	-33	2	5	2	7
COc1ccc(-n2c(C)cc(C(=O)COc3ccc(-n4cnnn4)cc3)c2C)cc1	1.1	-6	-3	-1	11	-11	17	-3	-30	23	-9
Nc1ccc2oc(-c3ccccc3Cl)nc2c1	-1.8	47	8	30	-141	27	14	0	-61	6	-22
COc1ccc(NC(=O)C2C3C=CC4(O3)C2C(=O)N(CCN2CCCCC2C)C4C(=O)NC2CCCC(C)C2C)cc1 (centres undefined)	-0.6	12	-6	-2	-15	-6	-1	0	-3	-16	22
O=C1CS/C(=N/N=C/c2ccccc2)N1Cc1ccco1	-0.5	2	-15	-5	-91	-26	-188	-1	-40	-10	-8
Cn1c(=O)[nH]c(=O)c2c1nc(NCc1ccco1)n2Cc1ccccc1Cl	0.1	-9	-10	-7	-7	-8	-9	-1	-7	-10	-14
O=C(NCC(c1ccco1)N1CCc2ccccc2C1)c1cccc(Br)c1 (centres undefined)	-0.2	-1	4	-12	25	2	16	0	21	-2	16
CCNC(=S)N(CCN(C)C)Cc1cc2cc3c(cc2[nH]c1=O)OCO3	-0.2	-6	-15	-12	11	-12	12	6	-29	11	-18
Cc1ccc(S(=O)(=O)NNC(=S)Nc2ccccc2)cc1	-2.4	-6	18	-2	0	-9	2	5	-20	8	-2
Cc1ccc(NC(=O)CN2C(=O)NC3(CCCc4ccccc43)C2=O)cc1S(=O)(=O)N1CCOCC1 (centres undefined)	-2.5	-9	-2	-2	19	-3	-1	-2	-1	5	-12
CC1CCCC(NC(=O)COC(=O)Cc2ccc(Cl)cc2)C1C (centres undefined)	-0.1	-25	7	6	4	4	9	nt	-14	-7	-14
CO/N=C/NC(=O)NOCc1ncc(C(F)(F)F)cc1Cl	14	4	4	-2	8	5	28	2	8	6	-15
Clc1ccccc1Cc1noc(CN2CCSCC2)n1	-2.4	0	-3	-1	-8	-4	-8	3	6	0	8
O=C(/C=C/c1ccc(Cl)cc1)NCCN1CCOCC1	1.2	14	-12	-12	-3	-3	-5	0	-15	5	-10
Cc1ccc(NC(=O)CN(C)C(=O)C2CSC3(C)CCC(=O)N23)cc1 (centres undefined)	-1.6	6	11	-3	1	nt	19	nt	-4	11	-6
O=C1CN(S(=O)(=O)c2ccc(F)cc2)c2ccccc2N1	-0.4	2	2	5	17	-3	20	-1	14	-11	-5
Clc1ccc(CN(Cc2ccccc2)C(c2cccs2)c2nnnn2C2CCCC2)cc1 (centres undefined)	-4.3	12	nt	2	6	5	12	-2	-4	-6	17
CCN(Cc1ccncc1)Cc1c(O)ccc2ccccc12	-0.1	-10	2	-8	0	-14	9	nt	-36	-4	-2
Cc1c(Cl)cccc1NC(=O)CCN1CCN(CCO)CC1	-0.6	5	-1	-35	-4	2	10	nt	10	4	-4
COc1ccc(/C=N/Nc2nc(N)cc(Cl)n2)cc1OC	-0.6	4	-35	5	-71	0	-58	2	-76	4	-4
Cc1ccc(CS(=O)Cc2ccc(C(=O)NCCCc3ccccc3)o2)cc1 (centres undefined)	-2.3	-12	0	-11	8	nt	0	nt	25	-26	22

Fetched one by one from above:
SMILES	iPSC survival up	C8 TRAIL sens	Shn3 3UTR inh	LMP1 NFkB inh	Peg3 prom inh	TRPM1 prom inh	HIF-2a inh	NR2E3 ag-1	NR2E3 ag-2	KKLEB cytotox	CF NFkB block
Clc1ccc(CN(Cc2ccccc2)C(c2cccs2)c2nnnn2C2CCCC2)cc1 (centres undefined)	-4.3	12	nt	2	6	5	12	-2	-4	-6	17
Cn1c(=O)[nH]c(=O)c2c1nc(NCc1ccco1)n2Cc1ccccc1Cl	0.1	-9	-10	-7	-7	-8	-9	-1	-7	-10	-14

Next records:
SMILES	iPSC survival up	C8 TRAIL sens	Shn3 3UTR inh	LMP1 NFkB inh	Peg3 prom inh	TRPM1 prom inh	HIF-2a inh	NR2E3 ag-1	NR2E3 ag-2	KKLEB cytotox	CF NFkB block
O=C(NC1CC1)C1CCN(C2CCN(C(=O)c3ccc(C(F)(F)F)cc3)CC2)CC1	0.6	6	9	-5	-34	-3	-3	-3	-23	17	-1
Cc1ccc(Cc2c(-c3ccc(C#N)cc3)nc3ccc(Br)cn23)cc1	-1.0	32	10	-4	-69	nt	-168	nt	-73	-18	-3
N#CCOc1ccccc1/C=N/n1nnnc1N	0.0	9	-6	1	0	6	4	-1	-18	2	8
Cc1ccc(S(=O)(=O)N2CCN(c3ncnc4scc(-c5ccc(F)cc5)c34)CC2)cc1	-0.5	4	42	-9	3	28	5	-5	-28	15	7
CCOc1ccc(N2C(=O)CCC2=O)cc1	3.5	-6	-1	-2	-7	-4	11	1	-47	-6	6
CCC1CCCCN1CCCNC(=O)c1cc2c(Cl)nc3ccccc3c2s1 (centres undefined)	-5.7	6	-1	-61	100*	12	19	-1	5	-14	-7
CCC(C)C(NC(=O)c1ccccc1NC(=O)c1ccccc1)C(=O)N1CCOCC1 (centres undefined)	-0.9	0	-3	-6	-14	-5	19	-1	-35	4	-8
N#CN=C(N)c1ccccc1	0.1	5	3	-7	-6	15	-3	1	-18	5	-1
CC1CCN(C(=O)CSc2nnc(-c3ccco3)o2)CC1	-0.9	-1	-12	-5	-38	-10	-64	1	-25	-10	24
Cc1cc(C)c(C#N)c(SCC(=O)N2CCN(Cc3ccccc3)CC2)n1	-2.4	-19	-12	-11	-1	7	14	-3	-10	6	12
CCCn1c(=S)[nH]c2cc(C(=O)N3CCc4ccccc43)ccc2c1=O	-0.5	10	21	10	18	21	-4	2	-22	-4	-11
Cc1cc(C(=O)N2CCC(CO)(Cc3cccc(C(F)(F)F)c3)CC2)n[nH]1	-0.5	-9	40	-5	10	0	11	-1	-8	-5	8
CCCCNC(=S)NNC(=O)c1ccco1	-0.3	0	-10	1	5	-4	13	-1	-21	-3	0
COc1ccc(N2CCN(CCCNC(=O)CCCn3c(=O)[nH]c4ccsc4c3=O)CC2)cc1	2.5	-13	-12	-3	14	-1	11	-2	-22	4	-6
Cc1cc(C(=O)CN2C(=O)NC(Cc3c[nH]c4ccccc34)C2=O)c(C)n1C (centres undefined)	6.8	-1	6	-3	4	17	10	-1	11	-2	-8
COc1cc(C(=O)OCc2csc(CC(=O)Nc3cc(C)ccc3C)n2)ccc1OC(F)F	-1.6	8	18	2	17	3	8	nt	25	2	-8
COc1ccc(NC(=O)CC(C)CC(=O)NCc2ccccc2)c(OC)c1 (centres undefined)	-0.4	-12	-1	5	-8	10	18	3	-11	-1	-12
O=C(CN1CCN(Cc2ccccc2F)C1=O)NCCc1ccc(Cl)cc1	1.5	-12	-17	-4	14	8	9	4	-1	-1	-15
CCCCc1nnc(NC(=O)COC)s1	-0.7	1	-4	-6	-5	-10	-21	-3	-29	-3	3
CCCn1c(=O)c2sccc2n2c(CCCC(=O)NC3CCN(Cc4ccccc4)CC3)nnc12	-0.3	10	-4	6	0	6	12	1	-11	7	-21
COc1ccc(C(=O)NCc2nnc(SCC(=O)NCCc3ccccc3)o2)cc1	-0.1	-14	9	3	-11	-3	-2	5	10	2	2
NC(=O)c1c(NC(=O)c2ccncc2)sc2c1CCCC2	-1.7	8	-23	-7	-152	-21	-213	0	-88	6	3
Cc1ccc2nc(CSc3nnc(-c4ccco4)o3)cc(=O)n2c1	-4.1	-8	5	1	6	5	1	-2	-6	-7	-9
CNC(=O)[C@@]1(C)C=C[C@@H](Cc2ccccc2)N1C(=O)OC	-0.1	-1	-32	10	-56	-14	-87	1	-28	-12	5
CCOC(=O)c1c(C)[nH]c(C)c1C(=O)COc1ccc(NC(=O)c2ccco2)cc1	2.2	1	-6	-4	2	3	13	-2	-8	8	2

A portion of the library; the hit share may differ from the screen's.
